Polio RdRp inh: poliovirus RdRp elongation inhibitors, primary screen, biochemical, fluorescence polarization, total intensity; poliovirus polymerase elongation; stronger effect = lower value; % elongation, % (compound at 16.7 µg/mL); 150,000 tested, 0.66% active; Genome polyprotein (Poliovirus type 1 (strain Mahoney)), P03300; in the data active = % elongation below about 90%; note: some results filed as inactive read as strong as hits
Target sequence (P03300 1749-2209 limits assumed): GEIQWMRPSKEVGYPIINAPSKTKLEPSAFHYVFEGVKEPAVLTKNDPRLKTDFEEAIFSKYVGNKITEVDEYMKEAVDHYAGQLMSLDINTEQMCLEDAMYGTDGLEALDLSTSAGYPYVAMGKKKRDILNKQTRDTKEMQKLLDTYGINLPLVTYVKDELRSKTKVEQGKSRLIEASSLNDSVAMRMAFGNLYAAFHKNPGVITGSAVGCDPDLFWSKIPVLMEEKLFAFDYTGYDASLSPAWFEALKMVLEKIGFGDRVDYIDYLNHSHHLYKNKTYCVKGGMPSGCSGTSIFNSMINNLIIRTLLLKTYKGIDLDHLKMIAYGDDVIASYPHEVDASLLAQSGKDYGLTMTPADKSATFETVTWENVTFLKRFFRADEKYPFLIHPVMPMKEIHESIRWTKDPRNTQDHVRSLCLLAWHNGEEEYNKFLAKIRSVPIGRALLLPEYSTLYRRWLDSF
Polio RdRp inh FP z-score: also measured in Polio RdRp inh; calls as there; z-score; measured here: FP z-score; hits read low
* marks the source's active call; other numbers are inactive results; & = joins results of further samples. Not all compounds are listed (hit frequency here may not be typical).

SMILES | Polio RdRp inh | Polio RdRp inh FP z-score
C/C(=N\NC(=S)NCC1CCCO1)c1ccc(OCC(=O)N(C)C)cc1 (stereo not given) | 102 | -0.1
O=C(O)CSC(=S)c1ccccc1 | 96 | -0.9
CC(C)(C)C(=O)/C(C#N)=C/c1ccc2c(c1)OCCO2 | 96 | -0.8
COc1ccc2c(c1)cc1c(=O)n(CC(=O)NCCCc3ccccc3)nc(C)n12 | 106 | -0.1
Nc1cc[n+](CC(O)CO)cc1 (stereo not given) | 106 | 1.6
N#C/C(=C\c1ccc(-c2ccc(F)cc2F)o1)c1nc2ccccc2[nH]1 | 84 | -3.4
O=C(COc1ncnc2ccccc12)NCc1ccccc1 | 105 | 1.6
Cc1nc2ccccn2c1-c1ccnn1C(=O)c1ccc(C(F)(F)F)cc1 | 100 | -0.9
COc1cccc(-n2c(SCC(=O)Nc3nnc(C)s3)nc3c([nH]c4ccccc43)c2=O)c1 | 109 | 0.5
O=C(O)Cn1cc(Br)c(=O)[nH]c1=O | 100 | -0.2
CCCOc1ccc2oc(=O)c3c(c2c1)CCCN3C(=O)CN(C)c1ccc(C)cc1 | 101 | -0.2
CNC(=O)c1ccc(NC(=O)COc2ccc(-c3nn(C)c(=O)c4ccccc34)cc2)cc1 | 104 | 0.1
COC(=O)c1c(C)oc(C)c1S(=O)(=O)NC1CCCCCCCCCCC1 | 102 | -0.2
COc1ccc(-c2onc(C)c2C)cc1S(=O)(=O)NCC1CCN(Cc2cccc(F)c2)CC1 | 109 | 0.4
CCOC(=O)c1c(C)[nH]c(C)c1S(=O)(=O)N(C)CC(=O)Nc1cccc(Cl)c1C | 106 | 0
Brc1ccc(CN2CCNCC2)s1 | 102 | -0.3
CC1Oc2ccccc2N(CC(=O)Nc2ccccc2F)C1=O (stereo not given) | 102 | 0
O=C(Nc1ccc(Cl)cc1)N1CCC(C(c2ccccc2)c2ccccc2)CC1 | 107 | 0.2
O=C(Nc1sc2c(c1Sc1nnnn1-c1ccccc1)CCCC2)c1ccccc1 | 103 | 0.2
Cc1ccc(-n2c(CCC(=O)O)ccc2-c2cccs2)cc1Cl | 114 | 0.5
COc1ccc(C(=O)/C=C/c2cn(CC(O)CN3CCc4ccccc43)c3ccccc23)cc1 (stereo not given) | 105 | -0.4
CCS(=O)(=O)N1CCCC(C(=O)NCCc2ccccc2)C1 (stereo not given) | 103 | 0.7
COc1ccccc1N1CCN(C(=O)Cn2c(=O)nc(-c3ccccc3)c3cc(Cl)ccc32)CC1 | 103 | -0.5
Cc1c(C(=O)NCc2ccccc2Cl)sc2nc[nH]c(=O)c12 | 105 | -0.6
Cc1ccc(C(=O)c2c(N)c(C(=O)Nc3ccccc3Cl)c3ccccn23)cc1 | 103 | -0.6

Next records.
SMILES | Polio RdRp inh | Polio RdRp inh FP z-score
Cc1onc(-c2ccccc2Cl)c1C(=O)N(Cc1nc(-c2ccccc2)no1)C(C)C | 103 | 0.7
COc1ccc(C(=O)c2sc(Nc3cc(Cl)ccc3C)nc2N)cc1OC | 114 | 1.3
CN(C)c1cc(N)c2ccccc2n1 | 100 | -0.5
COc1ccccc1CNC(=O)C1CCCN(c2nnc(-n3c(C)ccc3C)s2)C1 (stereo not given) | 101 | -2.1
CCc1ccc(Nc2ncc3c(n2)CC(C)CC3=O)cc1 (stereo not given) | 102 | 0.3
O=C(NCC12CC3CC(CC(C3)C1)C2)c1ccccc1 | 103 | 0.3
c1coc(-c2cc(C3CCNCC3)[nH]n2)c1 | 95 | -1.2
CCN(CC)S(=O)(=O)c1ccc(C(=O)C2=C3SC=C(c4ccc(OC)cc4)N3CC2)cc1 | 109 | 0.6
CN=C1NC(=NC)c2ccccc21 | 102 | 0
CC(C)C(NC(=O)OCc1ccccc1)C(=O)Oc1ccc2c(=O)c(Oc3ccccc3)coc2c1 (stereo not given) | 108 | 0.3
O=C(CNC(=O)c1ccc(Cl)cc1)OCc1cc(=O)n2nc(C3CC3)sc2n1 | 102 | -0.8
Cn1c(SCCN2CCCC2)nnc1C1CCCN1C(=O)NC1CCCCC1 (stereo not given) | 100 | -0.5
Cc1ccc(CNC(=O)c2c3c(nc4ccccc24)C(=O)N(C2CCCCC2)C3)cc1 | 101 | -0.3
Cc1cc(=O)n2[nH]c(NC(=O)c3cccs3)nc2n1 | 106 | 0.3
Cc1ccc(NC2CCCCC2NS(=O)(=O)c2ccccc2)cc1 (stereo not given) | 103 | 0
CCn1c2ccccc2c2cc(NC(=O)Oc3ccccc3)ccc21 | 102 | 0
COc1cc(Cc2nnc(C(=O)NC3CCCCCC3)o2)cc(OC)c1OC | 103 | 0.3
COC(=O)c1cc(S(=O)(=O)N(C)Cc2ccccc2)c[nH]1 | 99 | -1.6
Clc1ccc(N2CCCCCCC2)nn1 | 103 | 0.1
CCc1ccc(OCc2nc(-c3ccc(-n4cccc4)cc3)no2)cc1 | 107 | 0.5
N#CCC(=O)c1nsc(Cl)c1Cl | 112 | 1.4
COC(=O)c1cc2c(C)nn(Cc3ccccc3Cl)c2s1 | 101 | -0.2
CCOc1ccccc1NC(=O)C1CCN(S(=O)(=O)c2cc(Br)cc3c2N(C(C)=O)CC3)CC1 | 105 | -0.1
COc1ccc(CCNC(=O)c2ccc(CSCc3ccc(C)cc3)o2)cc1OC | 107 | -0.9
O=C(COc1ccc(C=C2C(=O)NC(=O)NC2=O)cc1)NCC1CCCO1 (stereo not given) | 101 | -0.1

Next section:
SMILES | Polio RdRp inh | Polio RdRp inh FP z-score
CCn1c(=O)c2cc(C(=O)N(CC(C)C)CC(C)C)sc2c2ccccc21 | 99 | -0.5
CC(=N/Nc1nnc(C)n1N)/C(C)=N/Nc1nnc(C)n1N | 102 | 0.2
Oc1ccc(C(=S)N2CCCCCC2)cc1 | 97 | -1.5
CCC1Oc2ccc(C)cc2N(CC(=O)NCCCN2CCN(c3ccccc3F)CC2)C1=O (stereo not given) | 99 | -1.4
COc1cc(Cl)c(NS(=O)(=O)c2ccc3c(c2)CC(C)N3C(=O)C2CCC2)c(OC)c1 (stereo not given) | 114 | 1.7
Cc1ccc(Cc2nn3c(C(=O)c4cccs4)nn(-c4ccc(Cl)cc4)c3nc2=O)cc1 | 104 | 0.1
CCOC(=O)c1ccc(NC(=O)CSc2c(C(C)C)cnc3c2c(=O)n(C)c(=O)n3C)cc1 | 110 | 0.3
CN(C)c1ccc(/C=C/C(=O)/C=C/c2ccco2)cc1 | 107 | 2.8
CCC(=O)Nc1cc(C(=O)NCC2CCCN2CC)c(OC)cc1N(C)C (stereo not given) | 105 | 0.8
O=C1c2ccccc2C(=O)N1CSC1=NCCS1 | 97 | -1
Cc1nn(Cc2ccccc2)cc1C(=O)O | 102 | 0
COc1cc2c(c(OC)c1)C(c1cccc(F)c1F)CC(=O)N2 (stereo not given) | 111 | 1.3
S=C(NCc1ccccc1)N/N=C/c1ccccn1 | 110 | 0.8
CCOc1ccc(S(=O)(=O)N(CC(=O)Nc2ccc3c(c2)OCO3)c2ccccc2)cc1 | 101 | -1.1
C=CCNC(=O)c1cc(C)nc2ccccc12 | 105 | 0.1
Cc1ccc(C)c(NC(=O)CN2CCN(C3CCCCC3)C(=O)C2=O)c1 | 107 | 0.2
CC(C)c1ccc(Cn2c(COc3ccccc3)nc3ccccc32)cc1 | 102 | -0.8
c1ccc2c(c1)ncc1nncn12 | 106 | 0
CC(C)CCn1c(CC(C)(C)C)nc2ccccc21 | 101 | -0.1
CCOc1ccc(-n2c(-c3ccccc3)c[n+]3c2CCC3)cc1 | 103 | 0.2
Cn1ccnc1SC(C(=O)Nc1ccccc1)C(=O)Nc1ccccc1 | 100 | -0.3
CC1Cc2cc(C(=O)COC(=O)c3n[nH]c(=O)c4ccccc34)ccc2N1S(C)(=O)=O (stereo not given) | 96 | -1
CC(OC(=O)C(C)N1C(=O)c2ccccc2C1=O)C(=O)c1ccccc1 (stereo not given) | 100 | -0.1
Clc1ccc(NCCN2CCCCCC2)nn1 | 99 | -0.7
CC(C)COC(=O)Cc1c(O)c2ccccc2[nH]c1=O | 100 | -0.3

Another view of two compounds above.
Below each compound: Polio RdRp inh, Polio RdRp inh FP z-score
> CCn1c(=O)c2cc(C(=O)N(CC(C)C)CC(C)C)sc2c2ccccc21
→ 99, -0.5
> CC(=N/Nc1nnc(C)n1N)/C(C)=N/Nc1nnc(C)n1N
→ 102, 0.2

Later entries
SMILES | Polio RdRp inh | Polio RdRp inh FP z-score
O=C(NCc1ccccc1Br)c1ccc2c(c1)nc1n2CCOC1 | 113 | 1.1
Cc1ccc(C)c(S(=O)(=O)c2nnn3c2nc(Nc2ccc(C)c(C)c2)c2ccccc23)c1 | 105 | 0.2
CN(CC(=O)N1CCc2ccccc21)S(=O)(=O)c1ccc2nc(-c3ccccc3)[nH]c2c1 | 99 | -0.9
O=C(c1ccc2cn[nH]c2c1)N1CCCC1 | 99 | -1.1
Fc1ccc(-n2ncc3c(Nc4ccc5c(c4)OCCO5)ncnc32)cc1 | 107 | 0.1
CC(=O)N1CCCc2ccc(NS(=O)(=O)c3ccc(F)cc3F)cc21 | 108 | 0.3
O=C(NCC(c1ccc2c(c1)OCO2)N1CCOCC1)C(=O)Nc1ccccc1 (stereo not given) | 110 | 0.6
CCCOc1ccc(NC(=O)CC2C(=O)N(CC)C(=S)N2CCNC(C)=O)cc1 (stereo not given) | 98 | -0.4
Cc1oc(-c2ccc(C(=O)NCCN3CCCC3)cc2)nc1CSc1ccc(Cl)cc1 | 99 | -0.5
COc1ccc(C(C)N)cc1Br (stereo not given) | 98 | -0.7
COc1ccc(S(=O)(=O)NCCSCc2cccs2)cc1 | 102 | 0
COc1cccc(CNC(=O)C(=O)NCC(c2ccc3c(c2)OCO3)N2CCOCC2)c1 (stereo not given) | 108 | 0.1
Cc1ccc(S(=O)(=O)n2nc(-c3ccc(Cl)cc3)nc2NCc2ccc(F)cc2)cc1 | 110 | 0.9
Nc1nc2ccccc2[nH]1 | 101 | -0.1
CCN(C(=O)COc1ccc(Cl)cc1)C1CCCCC1 | 100 | 0
O=S(=O)(c1ccccc1)c1nnn2c1nc(Cl)c1ccccc12 | 97 | -2.5
CCCn1c2ccccc2c2cnn(CC(=O)NC3CCN(Cc4ccccc4)CC3)c(=O)c21 | 103 | 0.4
O=C(Nc1ccc(S(=O)(=O)N2CCC(c3nc4ccccc4s3)CC2)cc1)c1ccccc1 | 111 | 0.7
CCCC(CCC)C(=O)Nc1cccc(-c2nc3cccnc3s2)c1 | 111 | 0.2
Cc1cc(NC(=O)Cc2cccc3ccccc23)n[nH]1 | 101 | -0.6
CCC(=O)c1cc2c(cc1NC(=O)c1ccccc1F)OCCO2 | 105 | 0.3
Cc1ccc(Sc2c(N)n(C)c(=O)[nH]c2=O)cc1 | 100 | -0.6
CCOc1ccc(N(C)Cc2cc(=O)oc3ccc(OCC)cc23)cc1 | 101 | -0.2
COc1ccc(CNC(=O)c2ccc3nc(CCc4ccccc4)oc3c2)cc1OC | 113 | 1.5
Cc1ncc([N+](=O)[O-])n1CCO | 98&102 | -0.6&0.7

Whole records, quoted from the list.
Shown for Clc1ccc(NCCN2CCCCCC2)nn1 → Polio RdRp inh = 99; Polio RdRp inh FP z-score = -0.7
Shown for CC(C)CCn1c(CC(C)(C)C)nc2ccccc21 → Polio RdRp inh = 101; Polio RdRp inh FP z-score = -0.1

Shown with values under each structure: entries from further up
Below each SMILES: Polio RdRp inh, Polio RdRp inh FP z-score
- CCS(=O)(=O)N1CCCC(C(=O)NCCc2ccccc2)C1 (stereo not given)
    103, 0.7
- COc1ccccc1CNC(=O)C1CCCN(c2nnc(-n3c(C)ccc3C)s2)C1 (stereo not given)
    101, -2.1

Additional compounds
SMILES | Polio RdRp inh | Polio RdRp inh FP z-score
Cc1noc2ncnc(N(C)CCO)c12 | 106 | 0.7
OC(c1ccccc1)c1nc2ccccc2n1-c1ccccc1 (stereo not given) | 101 | -0.1
COc1ccc(-n2c(SCC(=O)N3CCc4ccccc43)nc3c([nH]c4ccccc43)c2=O)cc1 | 111 | 0.9
O=C(Nc1ccccc1)Nc1ccc(F)cc1 | 98 | -0.3
COc1ccc(N2CCN(C(=O)COC(=O)C3CC4CCCC(C3)C4=O)CC2)cc1 (stereo not given) | 103 | 0.4
COC(=O)C1CCN(S(=O)(=O)c2ccc(N3CCCCS3(=O)=O)cc2)CC1 | 102 | -0.5
CCN1C(=O)/C(=C/c2ccccc2)N(C)C1=S | 103 | 0.7
CCC(=O)Nc1cc2c(C)cc(=O)oc2cc1C | 101 | 0.1
CCCOc1cccc(C(=O)Nc2cccc(NC(=O)c3ccc(Cl)cc3Cl)c2)c1 | 104 | 0.1
CCN(CC)c1ccc(/C=C2/C(=O)NN(c3ccc(C)cc3)C2=O)cc1 | 101 | -0.1
CC(=O)N(Cc1ccccc1)Cc1cc2ccc(C)cc2[nH]c1=O | 100 | -0.7
O=C(NCC(=O)N1CCN(S(=O)(=O)/C=C/c2ccccc2)CC1)c1ccccc1F | 106 | 0.4
CC(=O)N1CC2(NC(=O)c3ccccc3N2)c2ccccc21 (stereo not given) | 105 | 0.6
O=S(=O)(c1ccccc1F)N(Cc1ccco1)Cc1nnc(-c2ccc(Cl)cc2)o1 | 108 | 0.5
N#CCc1nc2ccc(F)cc2c(=O)[nH]1 | 102 | 0.3
Cc1ccc2[nH]c(=O)c(CN(C(=O)c3cccc(Cl)c3)C(C)(C)C)cc2c1 | 117 | 0.2
O=C(Cn1cc(Br)ccc1=O)c1ccc2c(c1)OCCO2 | 114 | 2.2
CCc1nn(CCCC(=O)N(C)Cc2ccccc2)c(=O)c2cc3occc3n12 | 104 | 0.4
CCOc1ncccc1C(=O)N1CCSC1=NCCc1ccccc1 | 103 | 0
CSc1ncc(C(=O)O)c(-c2ccccc2)n1 | 101 | -0.2
CCN1C(=O)c2ccc(C(=O)c3ccc(C(=O)O)cc3)cc2C1=O | 103 | 0.2
COc1ccc(CNC(=O)CCc2nnc3n(CC(C)C)c(=O)c4ccccc4n23)cc1 | 104 | 0
CC1(C)CN=C(N(C(=O)Nc2cccc(Cl)c2)C2CCCCC2)S1 | 101 | 0.1
Cc1ccc(C)c(OC(=O)CSc2nnc(CNC(=O)c3ccccc3)o2)c1 | 100 | -1.1
O=C1S/C(=C/c2ccccc2F)C(=O)N1CNc1ccccc1 | 100 | -0.4
CSc1nc(SCC(=O)C(C)C)nc(N)c1C#N | 106 | 0.4
CCc1ccc(NC(=O)Cn2nnc(C(=O)Nc3cc(C)ccc3OC)c2N)cc1 | 106 | 0.2
